From PubChem BioAssay
DAX1 inh-1 = DAX1 (NR0B1) inhibitors, primary screen, cell-based, HEK293, Gal4-DAX1, luciferase luminescence; AID 504766, 2011; inhibition, % at 6.75 µM; HEK293 Gal4-DAX1 luciferase reporter; 340,000 tested, 0.99% active; Nuclear receptor subfamily 0 group B member 1 (Homo sapiens), P51843;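 active = inhibition above the mean over all tested compounds plus 3 SD, cut at about 4.2% in these data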;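 also: 0% = DAX1-transfected cells with DMSO and 100% = empty-vector control cells with DMSO; inhibition shows as a rise in luminescence from relieved DAX1 repression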
ssDAF-12 act = S. stercoralis DAF-12 nuclear receptor activators, primary screen, cell-based, luminescence, HEK293, GRIP1 co-expression, lit1-tk-luc | activation, % at 6.8 µM | 370,000 tested, 1% active | AID 652126, 2013 | Nuclear hormone receptor DAF-12 (Strongyloides stercoralis) | HEK293 ssDAF-12/GRIP1 lit1-tk-luc reporter; % of 3 µM dafachronic acid response;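 active = activation above the mean over all tested compounds plus 3 SD, cut at about 0.9% in these data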;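 also: 0% = DMSO-only wells and 100% = 3 µM delta7-dafachronic acid wells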
NPR1 activator = GC-A stimulated cGMP production enhancers – HEK293 GC-A cells, cGMP TR-FRET, EC30 ANP, primary screen; 0% at EC30 ANP, 100% saturating ANP; 370,000 tested, 0.14% active; activation, % at 10 µM; Atrial natriuretic peptide receptor 1 (Homo sapiens), P16066; in the data active = activation above about 40%
hgDAF-12 ag = H. glycines DAF-12 receptor agonists, primary screen, cell-based, luminescence, HEK293, GAL4 fusion, UAS-luciferase; AID 687014, 2013; 370,000 tested, 1.8% active; HEK293 GAL4-hgDAF12 UAS-luciferase reporter, agonist luminescence; normalized to butyrate control; activation, % at 6.8 µM;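 active = activation above a cutoff set at the mean of all screened compounds plus 3 SD, cut at about 10% in these data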;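 also: 0% = DMSO wells and 100% = sodium butyrate wells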
FXN GAA850 act = FXN promoter activators, primary screen, cell-based, luciferase luminescence, HEK293 lucGAA850 | HEK293 lucGAA850 FXN promoter luciferase reporter, 24 h; percent of 10 µM SAHA response | activation, % at 6 µM | 360,000 tested, 0.56% active | AID 540364, 2011;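 active = activation above the average of all compounds screened plus 3 SD, cutoff fixed separately per campaign, cut at about 7.5% in these data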;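 also: 0% = DMSO wells and 100% = 10 µM SAHA wells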
hcDAF12 agonist = H. contortus DAF-12 nuclear receptor activators, primary screen, cell-based, luminescence, HEK293, lit1-tk-luc reporter. HEK293 hcDAF-12 lit1-tk-luc reporter; 0% DMSO, 100% Δ7-dafachronic acid. activation, % at 6.8 µM. 370,000 tested, 1.4% active;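 active = activation above the mean of all tested compounds plus 3 SD, cut at about 5.5% in these data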;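 also: 100% = response to 3 µM Δ7-dafachronic acid high control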
ADAM10 inh = human ADAM10 inhibitors, primary screen, biochemical, QFRET, HTS; 370,000 tested, 0.62% active; inhibition, % at 7 µM; recombinant ADAM10, EDANS/DABCYL FRET peptide cleavage, 3 h;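 active = inhibition above a per-campaign cutoff equal to the mean of compounds falling between control-based bounds plus 3 SD, cut at about 20% in these data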;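 also: 0% = DMSO wells while the 100% control is not disclosed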
Target sequence (O14672 214-748 limits assumed): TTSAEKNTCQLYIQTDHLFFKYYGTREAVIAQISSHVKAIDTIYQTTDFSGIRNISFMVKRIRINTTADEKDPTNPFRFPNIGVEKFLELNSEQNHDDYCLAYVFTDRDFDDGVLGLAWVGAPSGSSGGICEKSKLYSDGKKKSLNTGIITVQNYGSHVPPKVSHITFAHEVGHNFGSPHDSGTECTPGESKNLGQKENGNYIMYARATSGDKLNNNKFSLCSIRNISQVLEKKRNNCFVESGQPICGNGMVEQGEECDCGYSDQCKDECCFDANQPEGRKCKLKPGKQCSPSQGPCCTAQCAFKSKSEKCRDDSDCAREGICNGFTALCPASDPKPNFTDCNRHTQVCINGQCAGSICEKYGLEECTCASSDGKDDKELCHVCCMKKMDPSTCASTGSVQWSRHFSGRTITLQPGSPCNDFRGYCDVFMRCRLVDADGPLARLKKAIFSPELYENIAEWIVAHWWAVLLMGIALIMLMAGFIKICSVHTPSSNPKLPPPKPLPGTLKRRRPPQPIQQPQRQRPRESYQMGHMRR
SMARCA2 act = SMARCA2 (BRM) function activators, primary screen, cell-based, luminescence, high throughput. activation, % at 9.1 µM. 370,000 tested, 1% active. MG213 cells, MMTV-luciferase reporter, dexamethasone, overnight; in the data active = activation above about 7.8%;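 also: 0% = vehicle wells and 100% = reference activator wells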
ADAM17 inh = ADAM17 inhibitors, primary screen, biochemical, QFRET | Disintegrin and metalloproteinase domain-containing protein 17 (Homo sapiens), P78536 | recombinant ADAM17, EDANS/DABCYL FRET peptide cleavage | inhibition, % at 6.95 µM | 370,000 tested, 0.83% active | AID 720648, 2013;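 active = inhibition above the mean of compounds lying between control limits plus 3 SD, set per campaign, cut at about 8.5% in these data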;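 also: 0% = DMSO-only wells as the low control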
Target sequence (P78536 215-824 limits assumed): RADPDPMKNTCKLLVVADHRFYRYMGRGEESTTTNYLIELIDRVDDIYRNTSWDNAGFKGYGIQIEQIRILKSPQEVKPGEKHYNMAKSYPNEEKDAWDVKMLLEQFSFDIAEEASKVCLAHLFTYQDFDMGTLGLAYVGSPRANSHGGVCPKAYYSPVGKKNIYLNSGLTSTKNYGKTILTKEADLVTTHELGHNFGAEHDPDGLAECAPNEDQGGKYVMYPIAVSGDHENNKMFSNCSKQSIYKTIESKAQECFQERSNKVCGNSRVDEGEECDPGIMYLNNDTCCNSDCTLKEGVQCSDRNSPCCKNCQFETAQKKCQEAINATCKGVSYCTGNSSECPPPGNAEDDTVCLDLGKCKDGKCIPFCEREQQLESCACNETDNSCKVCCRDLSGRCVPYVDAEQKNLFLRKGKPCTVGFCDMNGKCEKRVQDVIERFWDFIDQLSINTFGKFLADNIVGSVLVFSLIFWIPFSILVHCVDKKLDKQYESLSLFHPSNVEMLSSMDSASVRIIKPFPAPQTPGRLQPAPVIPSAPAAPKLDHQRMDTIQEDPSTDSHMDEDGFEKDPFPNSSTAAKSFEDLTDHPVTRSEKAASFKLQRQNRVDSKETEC
PG9 Ab binder = binders of HIV-1 gp120 antibody PG9, primary screen, biochemical, TR-FRET; TR-FRET gp120-PG9 antibody binding; inhibition, % at 6.7 µM; 360,000 tested, 0.43% active; AID 624416, 2012; in the data active = inhibition above about 8.5%
DAX1 inh-2 = DAX1 (NR0B1) inhibitors on StAR promoter, primary screen, cell-based, luminescence, SF-1 (NR5A1), full-length DAX-1; HEK293T StAR-luciferase reporter, SF-1/DAX-1 repression relief; 370,000 tested, 1.1% active; AID 652010, 2013; inhibition, % at 6.8 µM;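 active = inhibition above the mean over all tested compounds plus 3 SD, cut at about 3.6% in these data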;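 also: 0% = DAX-1 cells with DMSO and 100% = cells lacking DAX-1 with DMSO; higher inhibition means more luminescence from relief of DAX-1 repression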
* = called active by the depositor; i = inactive; . = no result given.

Compound	DAX1 inh-2	hgDAF-12 ag	ssDAF-12 act	DAX1 inh-1	FXN GAA850 act	hcDAF12 agonist	SMARCA2 act	NPR1 activator	PG9 Ab binder	ADAM17 inh	ADAM10 inh
CC(=O)Nc1ccc(S(=O)(=O)NC2CC(=O)N(c3ccc(C)cc3)C2)cc1 (centres undefined)	-0.6	-0.6	-0.2	0.5	0.6	-0.6	1	0	-0.8	-1	4
O=C(CCC(=O)N1CCOc2ccccc21)NC1CCN(Cc2ccccc2)CC1	-0.8	-1.6	-1.5	0.6	0.1	-0.7	-4	4	0.6	2	-10
CCCCNC(=O)C1Cc2cc(S(=O)(=O)N3CCCC3)ccc2N1C(C)=O (centres undefined)	-0.6	-0.4	-0.9	0.7	0.8	0.5	-4	6	-0.3	1	2
Cc1cccc(N2CCN(c3nnnn3-c3ccccc3)CC2C)c1 (centres undefined)	0.8	-2.2	-0.8	-1.0	0.8	-3.2	-3	-2	0.2	-4	1
COc1ccc(NC(=O)NNC(=O)c2cc3occc3n2C)c(OC)c1	0.1	-3.7	-0.6	0.9	1.4	-0.5	0	-1	-0.9	-2	-1
COC(=O)[C@@]1(Cc2ccc(F)cc2)[C@H]2c3cc(C(=O)N4CCCC4)n(CCN4CCNC4=O)c3C[C@H]2CN1C(=O)c1ccccc1	2.4	1.4	-0.5	.	.	0.5	0	-3	-1.1	-7	-27
CC1CCN(C(=O)COc2ccc(S(=O)(=O)N3CCCC3)cc2)CC1	-0.2	0.3	-1.3	3.8	0.8	-0.1	0	-1	-1.2	-2	-6
CC(C)C(=O)Nc1sc2c(c1C(N)=O)CCN(Cc1ccccc1)C2	-0.6	-2.1	0.1	-1.0	4.0	-2.0	7	4	-0.5	-21	-92
CC(C)CC(C(=O)N1CCc2ccccc2C1)N1C(=O)c2ccccc2C1=O (centres undefined)	1.0	2.0	0.1	1.6	0.7	2.7	1	-11	0.5	-4	-6
O=C(COc1ccc(Cl)cc1)NCc1nnc(SCC(=O)N2CCCc3ccccc32)o1	-0.4	2.4	-1.1	0.1	-1.8	0.6	0	-5	1.1	-3	-5
O=C(NNC1CC(=O)N(c2ccc(Cl)cc2)C1=O)c1ccccn1 (centres undefined)	1.3	10	0.9*	-1.1	1.8	2.9	6	-4	-1.8	0	-4
CCc1cccc(C)c1NC(=O)C1CCCN1C(=O)NCc1ccccc1 (centres undefined)	-0.2	0.3	-1.1	-1.5	1.4	1.0	-2	-2	-1.9	-1	0
CCOc1cc(Br)cc(/C=C2\SC(=Nc3ccccc3)NC2=O)c1O	-0.8	0.1	-1.4	0.6	0.9	-0.3	-1	-6	0.9	2	11
Cc1c(CN(C)C(=O)C2CCC(=O)N(Cc3ccccc3F)C2)[nH]c2ccccc12 (centres undefined)	0.7	-2.0	-1.2	1.1	-1.2	-1.4	-2	-1	0.3	1	3
Cc1ccc(C(=O)N2c3ccccc3N=C(c3ccccc3)C2C(=O)NC(C)C)cc1 (centres undefined)	1.7	9.9	1.0*	.	.	3.3	0	-1	-1.0	-8	-24
COCCNC(=O)NC(=O)COC(=O)c1cc([N+](=O)[O-])ccc1Sc1nc(C)cs1	-0.1	0.0	-1.4	3.2	0.3	-1.0	1	0	-1.2	0	2
O=C(CN(CC1CCCO1)C(=O)CNS(=O)(=O)c1ccccc1)NCc1ccc(F)cc1 (centres undefined)	-0.6	-2.1	-1.1	0.8	-0.1	-1.9	-2	4	-2.1	-2	-5
Cc1ccc(S(=O)(=O)NCc2ccccc2)cc1C(=O)N1CCCCCCC1	-0.7	-0.6	-1.1	-0.1	3.1	-1.1	1	-3	-0.3	-7	-6
CC1(C)CC(=O)C(N=Nc2cccc(S(=O)(=O)N3CCOCC3)c2)=C(O)C1	-0.8	-2.2	-2.2	1.1	-3.7	-0.8	-3	5	0.8	0	-4
c1ccc(CCCCc2ccccn2)cc1	-0.3	0.7	-1.3	0.8	-0.1	-1.2	0	1	2.8	-4	-19

Compound profiles, as listed above.
Shown for CC1CCN(C(=O)COc2ccc(S(=O)(=O)N3CCCC3)cc2)CC1 : DAX1 inh-2 = -0.2; hgDAF-12 ag = 0.3; ssDAF-12 act = -1.3; DAX1 inh-1 = 3.8; FXN GAA850 act = 0.8; hcDAF12 agonist = -0.1; SMARCA2 act = 0; NPR1 activator = -1; PG9 Ab binder = -1.2; ADAM17 inh = -2; ADAM10 inh = -6
Shown for CCCCNC(=O)C1Cc2cc(S(=O)(=O)N3CCCC3)ccc2N1C(C)=O (centres undefined) : DAX1 inh-2 = -0.6; hgDAF-12 ag = -0.4; ssDAF-12 act = -0.9; DAX1 inh-1 = 0.7; FXN GAA850 act = 0.8; hcDAF12 agonist = 0.5; SMARCA2 act = -4; NPR1 activator = 6; PG9 Ab binder = -0.3; ADAM17 inh = 1; ADAM10 inh = 2

The results go on:
Compound	DAX1 inh-2	hgDAF-12 ag	ssDAF-12 act	DAX1 inh-1	FXN GAA850 act	hcDAF12 agonist	SMARCA2 act	NPR1 activator	PG9 Ab binder	ADAM17 inh	ADAM10 inh
Cc1nn(-c2ccccc2)c(Cl)c1/C=C1\C(=O)N(C)C(=S)N1C	-0.5	-2.6	-1.5	-1.3	0.5	-0.2	-4	11	-0.7	-1	0
COc1ccc(S(=O)(=O)N2CCC(C(=O)NC3CCCCC3C)CC2)cc1 (centres undefined)	0.3	3.6	-0.5	-0.8	-1.9	2.2	-3	6	-3.1	1	6
CNC(=O)C1Cc2ccccc2CN1S(=O)(=O)c1cccs1 (centres undefined)	0.8	-4.2	-1.1	-0.6	1.8	-1.7	-2	1	0.0	-18	1
COc1ccccc1OCc1ccc(C(=O)N(C)C)o1	0.7	-2.6	-0.2	2.8	2.8	0.4	-1	-1	1.5	-5	-4
CC1(C)CN(c2ccc(CC#N)cc2)C1=O	-0.2	-0.8	-0.7	-0.7	1.3	-0.3	-1	4	-1.7	-3	2
Cc1ccc(CN(CC2CCCO2)C(=O)CN2C(=O)C(C(C)C)Oc3ccccc32)o1 (centres undefined)	-1.0	2.6	-1.6	-1.2	-1.7	-2.4	-1	-6	0.4	-5	1
COC(=O)c1c(NC(=O)c2ccco2)sc2c1C(C(=O)OC)CC2 (centres undefined)	-0.2	-2.3	-1.5	-0.5	2.0	-1.2	0	-1	0.8	-7	-6
C[C@H](CO)N1C[C@H](C)[C@@H](CN(C)S(C)(=O)=O)Oc2c(NC(=O)Nc3ccc4c(c3)OCO4)cccc2C1=O	2.1	-0.3	-0.4	-0.6	1.0	-0.9	-3	0	-0.2	-2	-6
COCCCNc1nc(N)c([N+](=O)[O-])c(Nc2ccccc2OC)n1	0.3	3.9	-1.2	.	1.3	-1.3	1	6	-1.1	1	-6
Cn1cc(C(=O)Nc2ccc(C#N)cc2)c2ccccc2c1=O	-0.2	2.4	-1.2	0.7	-1.0	2.8	5	2	-0.7	-3	-6
COCCN(C(=O)COC(=O)c1ccc(-c2ccccc2)cc1)c1c(N)n(Cc2ccccc2)c(=O)[nH]c1=O	-2.1	-1.9	-0.9	-0.4	0.6	-0.3	0	-3	0.8	-2	0
COc1cc(CC(=O)Nc2c(-c3ccccc3)[nH][nH]c2=O)cc(OC)c1	-1.0	-2.5	-0.8	.	.	-0.3	-5	-1	-2.0	-5	-12
CCN1C(=O)[C@@H]2[C@@H]3CN(S(=O)(=O)c4ccc(C)cc4)[C@@H](c4cccc5ccccc45)[C@@H]3C(=O)C[C@@H]2C1=O	-0.4	-1.6	-0.7	.	.	1.5	-3	0	-1.1	1	-2
O=C(Cn1c(=O)sc2ccccc21)Nc1ccc(S(=O)(=O)N2CCCCC2)cc1	-2.0	-1.7	-0.9	-1.0	-0.8	-0.6	-1	0	-0.2	8.8*	11
O=C(c1ccc(C(F)(F)F)cc1)C1CCCN(C(=O)CCc2cnccn2)C1 (centres undefined)	0.1	-1.6	-1.0	-1.4	3.1	0.0	-1	1	-1.4	-2	-1
CCCn1c(N)c(N(CCOC)C(=O)c2cccc(S(=O)(=O)N3CCCc4ccccc43)c2)c(=O)[nH]c1=O	-0.6	1.1	-1.1	1.2	0.6	1.7	-3	2	1.1	-4	-14
Nc1nc(NCc2ccccc2)n(-c2ccccc2)n1	0.2	1.8	-0.6	0.3	-1.5	0.9	2	0	-1.5	-1	-1
O=C(COC(=O)c1ccc2c(c1)OCCO2)NC1CCCCC1	0.8	-1.5	-0.9	0.9	1.4	-0.8	-2	5	-0.6	-2	-12
O=C(/C=C/c1ccc([N+](=O)[O-])cc1)Nc1cccc(S(=O)(=O)NC2=NCCCCC2)c1	-2.8	-0.1	-0.9	1.4	0.9	-1.3	-2	2	-2.5	0	3
COC(=O)c1cc2occc2n1Cc1nc(-c2cccc(Cl)c2)oc1C	-0.2	0.3	-1.7	-0.3	-0.8	0.2	-6	0	-0.7	-1	-10
CCNC(=O)COC(=O)C1CCC(=O)N(c2ccc(OC)cc2)C1c1ccc(OC)cc1 (centres undefined)	-0.6	0.5	-0.8	2.0	-4.1	-1.2	-1	-3	-0.7	-3	-2
COC(=O)c1cc(C)nc2c1C(=O)C(=O)C=C2N1CCOCC1	-2.3	-4.9	-1.9	-6.6	-13	-2.0	-8	0	-12	0	2
CC(=O)Nc1ccc(NC(=O)C(C)OC(=O)c2cccc(S(=O)(=O)N3CCCC3)c2)cc1 (centres undefined)	0.1	-0.6	-1.0	-0.6	-2.2	0.8	2	3	-0.1	1	-2
COC(=O)c1ccc(Cl)c(NC(=O)NC23CC4CC(CC(C4)C2)C3)c1	-0.6	0.5	-0.8	-0.7	2.3	-0.4	2	.	-0.8	-3	-3
CNC(=O)c1nn(C)c(=O)[nH]c1=O	-0.1	1.3	-0.1	2.6	0.8	-0.4	-1	-1	1.0	-3	0
Nc1cc2c(cc1Cl)-c1ccc(Cl)cc1C2	0.1	9.0	-0.2	.	1.4	1.6	0	8	0.7	3	10
NC(=S)N/N=C/c1c[nH]c2ccccc12	-0.5	0.8	1.8*	-1.3	0.2	4.9	-3	-6	-1.3	-9	-9
COc1ccc2oc(=O)c(C(=O)N3CCCC3)cc2c1	0.3	0.9	-1.9	-0.5	0.6	-0.6	-3	-2	-2.4	-176	i
CCc1nc2c(OCc3ccc(Cl)cc3)cccn2c1N(C)C(=O)C1CC1	-2.5	0.7	-2.1	.	-2.1	-2.9	-4	2	0.1	-4	-13
O=C(c1cc(C(=O)NCCc2ccccc2)c(=O)n(CCc2ccccc2)c1)c1cc(Cl)ccc1O	0.6	-1.5	-1.0	2.1	3.5	-1.1	6	1	0.0	0	-1
Cc1c(Br)c(C(=O)N2CCc3ccccc32)nn1C	1.9	10	-1.0	4.4*	1.8	0.7	4	1	-1.0	-2	-2
